Compound activity: PubChem BioAssay, several laboratories
MDM2 E3 inh – blocks human Mdm2 ubiquitin ligase activity; Q00987; cell-based MDM2 ubiquitination luciferase reporter, 2 h; 0 = plate control, 100 = twice control, blank-subtracted; signal enhancement, % at 5 µM; 210,000 compounds, 0.11% hits;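 active = signal enhancement of 30% or more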;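 also: luminescence tracks abundance of the self-degrading MDM2-luciferase fusion protein; higher signal means inhibition of MDM2 E3 ligase activity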
Target sequence (Q00987 whole entry, looked up, the tested form may be a part): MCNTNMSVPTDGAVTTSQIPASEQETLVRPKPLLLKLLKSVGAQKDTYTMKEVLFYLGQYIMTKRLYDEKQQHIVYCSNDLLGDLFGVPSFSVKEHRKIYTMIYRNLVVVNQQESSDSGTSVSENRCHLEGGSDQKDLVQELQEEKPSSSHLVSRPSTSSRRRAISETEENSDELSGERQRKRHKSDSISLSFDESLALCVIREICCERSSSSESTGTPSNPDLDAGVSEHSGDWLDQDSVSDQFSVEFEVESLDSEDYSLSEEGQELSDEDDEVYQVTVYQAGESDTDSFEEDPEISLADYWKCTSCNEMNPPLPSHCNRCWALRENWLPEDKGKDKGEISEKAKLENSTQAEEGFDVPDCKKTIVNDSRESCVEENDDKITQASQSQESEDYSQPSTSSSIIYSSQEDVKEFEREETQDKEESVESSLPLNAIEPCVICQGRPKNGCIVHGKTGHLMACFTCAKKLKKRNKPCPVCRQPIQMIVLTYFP
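Material: stable MDM2–luciferase fusion reporter cells / Quantity: 2000 cells/well / Dosing: single 5 µM compound dose, 0.2% final DMSO / Buffer or medium: DMEM / Schedule: 4 h cell settling then 2 h compound exposure, 37 °C / Detection: luminescence with SteadyLite reagent, 15 min at room temperature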
hK5 inh – inhibitors of human kallikrein 5; Q9Y337; recombinant hK5, fluorogenic AMC substrate cleavage; inhibition, % at 5 µM; 210,000 compounds, 0.59% hits;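 active = inhibition of 40% or more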;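 also: 0% = enzyme controls without compound and 100% = no-enzyme blanks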
Target sequence (Q9Y337 67-293 limits assumed): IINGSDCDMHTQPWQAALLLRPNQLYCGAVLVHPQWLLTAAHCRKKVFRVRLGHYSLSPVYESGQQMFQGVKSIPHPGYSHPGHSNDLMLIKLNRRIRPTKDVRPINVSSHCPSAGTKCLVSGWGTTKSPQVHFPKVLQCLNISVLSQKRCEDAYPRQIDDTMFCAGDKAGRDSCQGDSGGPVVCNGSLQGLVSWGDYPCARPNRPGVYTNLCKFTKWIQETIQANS
Wee1 stabilizer – blocks degradation of human Wee1 kinase; P30291; HeLa Luc-Wee1K328M stability, luciferase luminescence; 100% = proteasome inhibitor MG132 effect; 220,000 compounds, 1.2% hits; reporter increase, % at 5 µM;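 active = activation above the mean of all tested compounds plus 3 SD, set per screening run, cut at about 8.8% in these data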;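 also: cells exposed to compound for 20 h before luminescence read; 0% = DMSO alone and 100% = MG132 at 30 µM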
eIF4E-4G inh – blocks eIF4E binding to eIF4G; P63073+Q04637; TR-FRET eIF4E-eIF4GI(517-606) binding, 2 h; inhibition, % at 21.7 µM; 220,000 compounds, 0.37% hits; AID 782;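 active = inhibition above about 30%, limit read from the data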;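 also: 0% = full FRET control wells and 100% = background wells lacking eIF4GI fragment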
Rad51 HR inh – blocks human Rad51 in homologous recombination; AID 1385; inhibition, % at 10 µM; hRad51 DNA strand exchange, fluorescence dequenching; 200,000 compounds, 0.085% hits; Q06609;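 active = inhibition above 40% at the single screening dose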;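 also: 0% = DMSO control wells and 100% = blanks with heterologous ssDNA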
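Test system – preformed human Rad51 ssDNA filaments · Reagent – Donor/quencher-labelled 47-bp dsDNA substrate · Incubation – 37 °C 15-min filament assembly, 30-min compound preincubation, 15-min exchange · Signal – FRET fluorescence dequenching, excitation 485 nm, emission 520 nm · Read-out – percent inhibition from fluorescence, normalised to plate control and blank means · Benchmarks – plate control and blank wells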
p97 ATPase inh – blocks human p97 ATPase activity; P55072; 220,000 compounds, 0.42% hits; recombinant p97 ATPase, Kinase-Glo ATP luminescence, 3 h; inhibition, % at 8 µM; in the data active = inhibition above about 15%;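 also: 0% = DMSO vehicle and 100% = wells lacking enzyme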
FXIa inh – blocks human coagulation factor XIa protease activity; P03951; purified FXIa, Boc-Glu-Ala-Arg-AMC fluorogenic substrate; inhibition, % at 5 µM; 220,000 compounds, 0.14% hits;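 active = inhibition of at least 40%; inactive = inhibition below 40%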;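 also: fluorescence of freed AMC excited at 355 nm; 0% = enzyme without compound and 100% = no enzyme blank; many of its hits are not listed in these tables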
FXIIa inh – inhibitors of human coagulation factor XIIa. 220,000 compounds, 0.3% hits. inhibition, % at 5 µM. purified FXIIa, Boc-QGR-AMC fluorogenic substrate, 2 h. P00748; in the data active = inhibition above about 40%;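 also: 0% = enzyme with no compound and 100% = blank without enzyme; many of its hits are not listed in these tables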
14-3-3 Bad inh – disrupts binding of bovine 14-3-3 zeta to phospho-Bad peptide; P63103; TR-FRET 14-3-3zeta/Dy647-pBad peptide displacement, 1 h; inhibition, % at 21.7 µM; 220,000 compounds, 0.71% hits; AID 781;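 active = inhibition above about 70%, limit read from the data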;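 also: 0% = full 14-3-3 plus peptide FRET controls and 100% = background without 14-3-3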
Target sequence (P63103 whole entry, looked up): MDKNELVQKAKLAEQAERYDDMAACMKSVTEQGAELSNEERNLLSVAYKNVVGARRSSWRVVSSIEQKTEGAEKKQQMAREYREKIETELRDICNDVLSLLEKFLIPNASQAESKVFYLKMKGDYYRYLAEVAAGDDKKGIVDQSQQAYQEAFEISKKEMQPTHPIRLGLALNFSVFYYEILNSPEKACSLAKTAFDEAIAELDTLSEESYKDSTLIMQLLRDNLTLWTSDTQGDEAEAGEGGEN
Active calls of the source: *; i = inactive; nt = not tested or not shown; [ ] = dose if it differs, or a comment.

structure | FXIIa inh | MDM2 E3 inh | FXIa inh | Wee1 stabilizer | 14-3-3 Bad inh | eIF4E-4G inh | Rad51 HR inh | hK5 inh | p97 ATPase inh
O=C(CNCc1cccs1)Nc1cc(S(=O)(=O)N2CCCC2)ccc1Cl | 4 | nt | 1 | 8.8* | 3 | 15 | nt | -1 | 3
COc1ccc(NC(=O)CCN2CCCC(C)C2)cc1 (stereo not drawn) | -1 | -8 | 0 | -1 | 7[fluorescence artefact?] | 3 | -25 | -16 | 3
COc1ccc2[nH]cc(C(=O)CN3CCCC(C)C3)c2c1 (stereo not drawn) | 9 | 2 | 4 | -1 | 2 | 2 | 7 | 5 | 2
CC(C)[C@H](NS(=O)(=O)c1ccccc1)C(=O)OCC(=O)NC(=O)c1cccn1C | 27 | -3 | 1 | 1 | -6[fluorescence artefact?] | -1 | 3 | 21 | 0
CCC1CCCCN1C(=S)NC(=O)c1ccc([N+](=O)[O-])cc1 (stereo not drawn) | 9 | -5 | 6 | -2 | -8 | -6 | 12 | 8 | 6
CCN(CC(=O)NCc1cccs1)C(=O)c1ccccc1F | 3 | -13 | 0 | -3 | -13 | 5 | -6 | 2 | 7
Cn1cccc1C(=O)NC(=O)COC(=O)C12CC3CC(CC(O)(C3)C1)C2 | 15 | -35 | 9 | 1 | -3[fluorescence artefact?] | 0 | 6 | 5 | 0
O=C(NC(=S)NCc1ccccc1)c1cccnc1 | 9 | -15 | 5 | 0 | -8 | -5 | 10 | 3 | 7
CC(=O)NCCC(=O)Nc1sc2c(c1-c1nc3ccccc3[nH]1)CCCC2 | -15 | -5 | -4 | 4 | -15[fluorescence artefact?] | -3 | -3 | -6 | -6
O=C(O)C1C2CCC(O2)C1C(=O)NCc1ccncc1 (stereo not drawn) | 11 | -14 | -1 | 1 | -4[fluorescence artefact?] | 21[fluorescence artefact?] | -2 | -15 | 1

Other structures.
structure | FXIIa inh | MDM2 E3 inh | FXIa inh | Wee1 stabilizer | 14-3-3 Bad inh | eIF4E-4G inh | Rad51 HR inh | hK5 inh | p97 ATPase inh
CC(=O)c1ccc(NC(=O)CSc2nnc(Cn3c(=O)sc4ccccc43)n2C)cc1 | 8 | -5 | -3 | 0 | 5 | 2 | 0 | -4 | 3
Cc1cccc(OCC(=O)Nc2sc3c(c2C#N)CCC3)c1 | 9 | -30 | -5 | 2 | -20[fluorescence artefact?] | -13[fluorescence artefact?] | -10 | -13 | -3
O=C(COc1cccc2ccccc12)N1CCN(c2ccccc2)CC1 | 13 | -19 | 2 | 1 | -4 | -1 | 6 | -7 | -9
Cc1nnc(NC(=O)C2CCCN(c3ncccn3)C2)s1 (stereo not drawn) | 12 | -37 | 0 | -1 | -7 | 0 | -3 | -7 | 3
COC(=O)CCCCC1SCC(NC(=O)c2ccccc2)C1=O (stereo not drawn) | 10 | -4 | 14 | 7 | 3 | 0 | -7 | -6 | 17*
c1coc(CNC2C3CC4CC(C3)CC2C4)c1 (stereo not drawn) | 12 | -7 | 13 | 0 | 19 | -4 | 1 | -20 | -5
CCCn1cnc2cc(NCc3ccccn3)ccc21 | 10 | -14 | 0 | nt | 1 | 1 | -4 | -7 | nt
O=C(NCc1ccc2c(c1)OCO2)NC1CCCCC1 | 10 | 1 | 0 | 0 | -2 | 2 | nt | -17 | -2
CCS(=O)(=O)Nc1cccc(C2=NN(S(=O)(=O)c3ccc(C)cc3)C(c3cccs3)C2)c1 (stereo not drawn) | 1 | 10 | 2 | -2 | 11 | 21 | 7 | -21 | 9
CC(N=C1NS(=O)(=O)c2ccccc21)C(=O)NCCCc1ccccc1 (stereo not drawn) | 1 | -10 | -6 | -4 | -5 | 0 | 1 | -8 | 3

(continued)
structure | FXIIa inh | MDM2 E3 inh | FXIa inh | Wee1 stabilizer | 14-3-3 Bad inh | eIF4E-4G inh | Rad51 HR inh | hK5 inh | p97 ATPase inh
Cc1c(Cl)cccc1NC(=O)C1Cc2ccccc2CN1C(=O)c1ccccc1 (stereo not drawn) | 5 | -14 | -2 | 3 | 2 | 2 | -4 | -6 | -3
Clc1ccccc1CSc1nnc(-c2ccncc2)o1 | 16 | 5 | 6 | 1 | -11[fluorescence artefact?] | -7[fluorescence artefact?] | 1 | -6 | -5
COc1ccc(C(CC(=O)N2CCCC2)c2c(O)cc(OC)cc2OC)cc1 (stereo not drawn) | 12 | -3 | 2 | nt | -2 | -3 | 8 | 3 | nt
CCC(C)NC(=O)C1CCC(=O)N(c2cc(OC)c(OC)c(OC)c2)C1c1ccc(OC)cc1 (stereo not drawn) | 18 | -19 | 17 | 3 | 14 | 1 | 4 | -15 | -4
CC(C)Nc1ccc(Cl)cc1[N+](=O)[O-] | -1 | -24 | 1 | -5 | 4 | 5 | -38 | -3 | 1
Cc1ccc(Nc2nc3c([nH]2)c(=O)n(C)c(=O)n3C)cc1 | 7 | -10 | 2 | 1 | 0[fluorescence artefact?] | 1 | -4 | -9 | -4
N#Cc1ccc(COn2nnc3ccccc32)cc1 | 5 | -1 | -3 | -2 | -11 | 1 | 2 | -1 | 2
COc1ccc(/C=C/C(=O)NC(CCSC)C(=O)O)cc1 (stereo not drawn) | 4 | -15 | -4 | -3 | 53 | -4 | -3 | 4 | -2
CCn1cc(C2N3CC4(C)CN2CC(C)(C3)C4=O)c2ccccc21 (stereo not drawn) | 6 | -9 | 16 | -1 | 4 | 2 | -1 | 4 | 8
Cc1ccccc1NC(=O)CCN1CCCC1 | 8 | -6 | 0 | -1 | -5 | 3 | 1 | 0 | -2

2 entries picked at random from those above:
structure | FXIIa inh | MDM2 E3 inh | FXIa inh | Wee1 stabilizer | 14-3-3 Bad inh | eIF4E-4G inh | Rad51 HR inh | hK5 inh | p97 ATPase inh
COc1ccc(/C=C/C(=O)NC(CCSC)C(=O)O)cc1 (stereo not drawn) | 4 | -15 | -4 | -3 | 53 | -4 | -3 | 4 | -2
N#Cc1ccc(COn2nnc3ccccc32)cc1 | 5 | -1 | -3 | -2 | -11 | 1 | 2 | -1 | 2

Going on with the list.
structure | FXIIa inh | MDM2 E3 inh | FXIa inh | Wee1 stabilizer | 14-3-3 Bad inh | eIF4E-4G inh | Rad51 HR inh | hK5 inh | p97 ATPase inh
Cn1cnc([N+](=O)[O-])c1SCCO | 6 | -12 | 1 | -2 | -1 | -4 | -4 | 3 | -3
Cc1cc(NC(=O)c2ccc(Cl)c(S(=O)(=O)N3CCOCC3)c2)no1 | 4 | -11 | -3 | -1 | -4 | 1 | 4 | -1 | 2
CCOc1ncccc1C(=O)Nc1ccc(Cl)c(S(=O)(=O)N2CCCC2)c1 | 5 | -16 | -2 | 3 | -5 | -1 | -13 | 2 | -10
CC(NC(=O)c1ccco1)C1COc2ccccc2O1 (stereo not drawn) | 13 | -12 | 1 | 2 | 1 | -16 | -3 | -15 | 4
Cc1c(CCOC(=O)c2ccc([N+](=O)[O-])cc2)sc[n+]1CC(=O)c1ccccc1 | 3 | -13 | -3 | 1 | -13 | 0 | 33 | 0 | 6
COc1ccccc1NC(=S)N(Cc1ccc(C)cc1)Cc1ccccn1 | 12 | 9 | 1 | -3 | -22 | 0 | -2 | 5 | 3
CCC(C)/C(C)=N/NC(=O)c1ccc(COc2ccc(Cl)c(C)c2)cc1 (stereo not drawn) | -3 | -5 | -7 | -3 | -7[fluorescence artefact?] | 13 | 15 | -16 | 2
Cn1nc(-c2ccccc2)c(C(=O)Nc2ccc(Cl)cc2)c1Cl | 12 | -5 | -1 | 1 | 3 | -9 | -2 | -10 | 1
COc1ccc(-c2cc(C(=O)Nc3cc(S(=O)(=O)N4CCOCC4)ccc3N3CCOCC3)c3ccccc3n2)cc1 | 8 | -7 | -3 | -1 | -3 | -2 | 5 | 0 | 8
CC(=O)Nc1cccc(OCC(=O)Nc2ccc(F)cc2)c1 | -1 | 12 | -14 | 1 | 4[fluorescence artefact?] | -5[fluorescence artefact?] | nt | -7 | -7

Next entries follow.
structure | FXIIa inh | MDM2 E3 inh | FXIa inh | Wee1 stabilizer | 14-3-3 Bad inh | eIF4E-4G inh | Rad51 HR inh | hK5 inh | p97 ATPase inh
COCCn1c(SCC(=O)Nc2ccc(S(N)(=O)=O)cc2)nc2ccccc21 | 10 | -9 | -10 | 1 | -1 | 2[fluorescence artefact?] | -4 | -6 | 2
O=C(CSc1nnc2c(n1)[nH]c1ccc(S(=O)(=O)N3CCOCC3)cc12)Nc1ccc(F)c(F)c1 | 11 | 3 | 2 | 3 | -18 | 2 | -2 | 6 | 5
COc1ccc(NC(=O)CCNC(C)=O)cc1NS(=O)(=O)c1ccc(F)cc1 | 13 | -8 | 2 | -2 | 11 | 2 | -11 | -1 | 8
CSCSC1=C(C#N)C(c2ccccc2Cl)C(C(C)=O)=C(C)N1 (stereo not drawn) | 6 | -8 | -1 | 2 | -1 | 5 | 2 | 0 | 5
CSCCC(NC(C)=O)C(=O)Oc1ccc2c3c(c(=O)oc2c1)CCCC3 (stereo not drawn) | -56 | -2 | -9 | 0 | -2 | 0 | -7 | i | 2
CCOc1cccc(CNCCO)c1OCc1ccc(Cl)cc1 | 8 | -12 | 3 | 3 | 0 | 6 | nt | -6 | 4
COCCCNC(=O)c1cccc2c(=O)c(C)c(-c3ccccc3)oc12 | 6 | -25 | 4 | -1 | 7[fluorescence artefact?] | -4 | 2 | -4 | 3
Cc1ccc(-c2cc(C(F)F)n3ncc(C(=O)N4CCN(c5cccc(C)c5C)CC4)c3n2)cc1 | 1 | -8 | 12 | 8 | -8 | 4 | 10 | 4 | 3
CC(C)Cn1c(SC(C)C(=O)Nc2ccc3c(c2)OCCO3)nc2ccccc2c1=O (stereo not drawn) | 6 | -13 | -1 | 0 | 2 | 2 | -2 | 2 | 4
c1ccc2c(c1)CCN(c1ncnc3c1[nH]c1ccccc13)C2 | -11 | -44 | -18 | nt | -7 | 1 | nt | -2 | nt

(cont.)
structure | FXIIa inh | MDM2 E3 inh | FXIa inh | Wee1 stabilizer | 14-3-3 Bad inh | eIF4E-4G inh | Rad51 HR inh | hK5 inh | p97 ATPase inh
CC(C)(C)NC(=O)COC(=O)CCC(=O)c1ccc(Cl)cc1 | 1 | -9 | -5 | -1 | -9 | -2 | 8 | -8 | -3
CCn1cc(/C=N/NS(=O)(=O)c2ccc(OC)cc2)c(C)n1 | -1 | 19 | 0 | 2 | 5 | -3 | 45* | -3 | 3
O=C(NC1CCCC1)c1ccc(CS(=O)(=O)c2ccc(Br)cc2)o1 | 4 | -5 | -4 | 3 | -4 | 0[fluorescence artefact?] | -2 | -23 | -5
S=c1nc(-c2ccccc2Cl)n(Cc2cccnc2)c2c1CCCC2 | 4 | -4 | -2 | -4 | 0 | 4 | nt | -17 | 1
CC(C)(C)c1ccc(C(=O)NNC(=O)Cc2cccc3ccccc23)cc1 | 16 | 19 | 9 | 0 | 1 | 1 | -2 | 6 | -1
CCOc1ccc(N(CC(=O)O)S(=O)(=O)c2cccnc2)cc1 | 3 | -7 | -7 | -2 | 6 | -11 | 4 | 0 | 0
O=C(COc1nsnc1N1CCOCC1)N/N=C/c1ccccc1O | 12 | -8 | 12 | -3 | 0 | -6 | nt | -5 | 1
O=c1oc2ccccc2c(O)c1C=Nc1cccnc1 | 0 | -1 | -2 | 7 | -13 | 0 | 4 | 0 | 1
CC(C)c1nc(-c2ccccn2)no1 | 15 | -2 | 4 | 2 | 6 | -3 | 3 | -22 | 3
